M4 ag – CHRM4 agonism in calcium assay; P08173; CHO-K1 hM4/Gqi5, Fluo-8 calcium fluorescence; vehicle 0%, full acetylcholine response 100%; activation, % at 3 µM; 360,000 compounds, 0.14% hits; AID 624127;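 active = activation above the run mean over all test wells plus 3 SD, cut at about 32% in these data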;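 note: peak over basal fluorescence ratio per well then scaled between controls; 0% = DMSO wells and 100% = acetylcholine at EC100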
Target sequence (P08173 whole entry, looked up): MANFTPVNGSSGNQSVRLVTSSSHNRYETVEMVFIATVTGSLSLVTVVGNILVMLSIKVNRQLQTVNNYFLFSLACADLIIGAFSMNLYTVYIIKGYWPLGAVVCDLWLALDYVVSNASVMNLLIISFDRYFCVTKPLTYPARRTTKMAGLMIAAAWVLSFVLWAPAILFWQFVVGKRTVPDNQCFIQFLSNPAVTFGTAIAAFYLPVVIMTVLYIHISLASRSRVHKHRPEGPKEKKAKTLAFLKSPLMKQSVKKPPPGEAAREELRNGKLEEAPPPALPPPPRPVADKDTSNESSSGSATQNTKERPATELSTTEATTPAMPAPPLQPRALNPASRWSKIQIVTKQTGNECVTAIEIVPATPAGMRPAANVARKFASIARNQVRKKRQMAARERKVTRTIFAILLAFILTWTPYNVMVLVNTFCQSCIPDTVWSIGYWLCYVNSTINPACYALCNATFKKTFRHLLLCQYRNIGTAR
CHO-K1 Ca ag – M1 agonist counterscreen hit in parental CHO-K1 cells; activation, % at 3 µM; Fluo-8 calcium fluorescence; scaled to maximal ATP response, vehicle zero; AID 602248; 360,000 compounds, 0.48% hits; in the data active = activation above about 15%;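 note: untransfected CHO-K1 host cells lacking M1 receptor as counterscreen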
CHRM1 agonist – agonists of human M1 muscarinic receptor | 360,000 compounds, 0.33% hits | activation, % at 3 µM | P11229 | CHO-K1 hM1, Fluo-8 calcium fluorescence, agonist mode; 0% DMSO, 100% acetylcholine EC100;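 active = activation above the run's mean compound activation plus 3 SD, cut at about 16% in these data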;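 note: peak over basal fluorescence ratio within a 140 s kinetic read after compound addition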
Target sequence (P11229 whole entry, looked up): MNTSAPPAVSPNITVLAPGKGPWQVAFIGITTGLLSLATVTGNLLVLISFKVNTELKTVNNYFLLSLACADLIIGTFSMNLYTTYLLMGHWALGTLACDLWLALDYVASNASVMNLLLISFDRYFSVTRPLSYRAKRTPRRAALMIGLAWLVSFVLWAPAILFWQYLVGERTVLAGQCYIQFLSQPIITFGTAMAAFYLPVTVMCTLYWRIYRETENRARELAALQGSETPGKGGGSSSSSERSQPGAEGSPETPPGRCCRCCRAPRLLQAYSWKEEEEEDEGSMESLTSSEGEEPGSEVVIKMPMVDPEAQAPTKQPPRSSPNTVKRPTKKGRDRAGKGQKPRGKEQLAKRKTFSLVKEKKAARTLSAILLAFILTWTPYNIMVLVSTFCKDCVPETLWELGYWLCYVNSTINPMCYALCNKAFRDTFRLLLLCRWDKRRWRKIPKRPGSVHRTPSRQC
CHO-K1 Ca antag – M1 antagonist counterscreen hit in parental CHO-K1 cells. AID 602250. inhibition, % at 3 µM. ATP-induced calcium, Fluo-8 fluorescence. 360,000 compounds, 0.6% hits;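 active = inhibition above a per-plate cutoff, the plate's mean sample inhibition plus 3 SD, cut at about 24% in these data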;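 note: 0% = DMSO plus EC80 ATP and 100% = DMSO alone without ATP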
CHO parental Ca – signal in parental CHO cells, OX1R antagonist counter-screen; inhibition, % at 5.6 µM; parental CHO-K1, ATP-induced calcium, Fluo-8 fluorescence; 330,000 compounds, 0.63% hits;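 active = inhibition above that plate's mean sample inhibition plus 3 SD, cut at about 26% in these data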;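 note: 0% = ATP-challenged DMSO wells and 100% = DMSO wells without ATP; some compounds past the cut are filed as inactive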
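Test system: untransfected parental CHO cell line. Compound: one dose, 5.6 µM nominal. Detection: intracellular calcium via Fluo-8 no-wash fluorescent dye. Measure: % inhibition. Benchmarks: ATP-challenged DMSO wells low, unchallenged DMSO wells high.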
OXTR potentiate – potentiates the human oxytocin receptor response. activation, % at 3 µM. P30559. 320,000 compounds, 0.061% hits. CHO-OTR cells, Fluo-8 calcium fluorescence, potentiator mode; 0% = oxytocin EC15, 100% = EC100;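 active = activation above that plate's cutoff, the mean activation of tested compounds plus 3 SD, cut at about 6.6% in these data, passing the limit was not always enough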;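 note: 100% uses oxytocin at 75 nM as the full agonist control; some results filed as inactive read as strong as hits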
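Measured by – Fluo-8 calcium dye fluorescence · Test system – human OTR in CHO cells · Dosing – one concentration, 3.0 µM compound · Controls – EC15 oxytocin alone as 0%, 75 nM oxytocin as 100% · Evaluation – normalized max/min fluorescence ratio, % activation · Timing – 6 min pre-incubation, 100 s read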
M1 PAM – potentiates human M1 receptor response to acetylcholine | activation, % at 3 µM | P11229 | CHO-K1 hM1, Fluo-8 calcium fluorescence, ACh EC20; 0% = ACh EC20, 100% = maximal ACh | 360,000 compounds, 0.088% hits; in the data active = activation above about 19%, passing the limit was not always enough
CHRM4 antagonist – antagonists of human muscarinic M4 receptor (CHRM4); P08173; CHO-hM4 cells, ACh EC80, Fluo-8 calcium fluorescence; inhibition, % at 3 µM; 360,000 compounds, 0.73% hits; AID 624125;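 active = inhibition above its plate's cutoff, the mean inhibition of sample wells plus 3 SD, cut at about 27% in these data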;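 note: 0% = acetylcholine EC80 with DMSO and 100% = DMSO without agonist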
M1 antag – antagonists of human M1 muscarinic receptor; 360,000 compounds, 1.3% hits; CHO-K1 hM1, Fluo-8 calcium fluorescence, ACh EC80 antagonist; inhibition, % at 3 µM; P11229;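 active = percent inhibition above its own plate's cutoff, namely the mean of that plate's compound wells plus 3 SD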;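 note: peak over basal fluorescence ratio during 140 s after agonist addition; 0% = ACh EC80 plus DMSO and 100% = DMSO alone without agonist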
* hit, by the source's call; · = not tested or not shown.

SMILES	M4 ag	CHO-K1 Ca ag	CHRM1 agonist	CHO-K1 Ca antag	CHO parental Ca	OXTR potentiate	M1 PAM	CHRM4 antagonist	M1 antag
CCCN1C(=O)c2ccc(C(=O)NC3CCCCC3)cc2C1=O	1	1.1	-3	-7	-9	-10	9	3	-7
O=C(COC(=O)c1c2c(nc3ccccc13)CCN(Cc1ccccc1)C2)Nc1c(F)cccc1F	22	6.5	-2	2	-4	-14	-13	26	36*
CCCCOC(=O)c1cccc(NC(=O)CCC(=O)O)c1	0	0.7	0	-3	-12	-1	8	3	-10
O=S(=O)(/C=C/c1ccccc1)N1CCN(c2nc(-c3cccnc3)nc3ccccc23)CC1	2	1.4	-13	-12	-47	-10	-25	-8	6
CC(=O)c1cc(Cl)ccc1OCC(=O)Nc1cccc(S(=O)(=O)N2CCCC2)c1	10	1.6	-4	-21	-15	-10	-3	-11	1
CC(C)COC(=O)Cn1cnc2ccc(Br)cc2c1=O	1	0.2	-5	-2	-30	-10	1	5	3
COC(=O)NNC(=O)COc1ccccc1C	1	-0.3	-3	6	-1	-3	7	-10	-7
Cc1cccc(N2CCN(C(=O)c3ccc(NC4=NC5CS(=O)(=O)CC5S4)cc3)CC2C)c1 (stereo not given)	3	9.7	0	12	6	4	3	4	0
C[C@H]1CN([C@@H](C)CO)S(=O)(=O)c2ccc(-c3ccccc3)cc2O[C@H]1CN(C)C(=O)C1CCC1	4	1.8	-4	-7	·	·	4	0	-16
O=C(COC(=O)c1ccccc1O)Nc1cc(S(=O)(=O)N2CCCCCC2)ccc1Cl	1	0.7	-5	-15	-13	-3	-5	2	25
Cc1ccc(Cl)cc1N1CCN(Cc2nc3ccsc3c(=O)[nH]2)CC1	8	0.7	-2	4	-20	-8	1	4	-5
CCOc1ccc(N(CC(=O)N2CCN(c3ccc(F)cc3)CC2)S(=O)(=O)c2c(C)noc2C)cc1	8	1.6	-2	-13	1	-6	4	-4	6
COc1ccc(/C=C\C(=O)c2c(O)ccc3c(C)cc(=O)oc23)cc1	3	0.6	-3	-12	-16	-12	-2	7	2
CN(C)CCNC(=O)c1ccc(COCC(F)(F)F)cc1	1	0.1	-6	-17	-6	-4	2	5	-11
O=C(NCc1ccccc1Cl)c1cccc(OC2CCN(C(=O)C3CC3)CC2)c1	14	8.8	-1	-4	-15	-6	-1	-5	1
COc1ccc(CCN(C)C(=O)c2ccc3c(=O)n4c(nc3c2)CCCCC4)cc1OC	0	1.5	-2	3	-21	1	0	0	5
COc1cc(C(=O)Nc2ccc(S(=O)(=O)N3CCc4ccccc43)cc2)cc(OC)c1OC	1	0.2	1	16	-10	-20	8	4	6
O=C(c1cc(-c2ccncc2)nc2ccccc12)N1CCCC(C(F)(F)F)C1 (stereo not given)	7	3.0	-3	-5	·	·	2	-9	-7
C=CC(=O)N1C/C(=C/c2ccc(F)cc2)C(=O)/C(=C\c2ccc(F)cc2)C1	8	0.2	0	5	·	·	5	4	-7
Cn1c(=O)cc(-c2ccccc2)c2ccccc21	-1	0.0	-6	3	-16	-5	0	1	-7
COc1ccc2c(CC(=O)N(C)CC3COc4ccccc4O3)coc2c1 (stereo not given)	1	0.8	-4	14	-21	3	1	8	2
NS(=O)(=O)c1cccc(NC(=O)CNC(=O)CC23CC4CC(CC(C4)C2)C3)c1	0	0.2	-1	-3	2	-4	1	1	5
Cc1cccnc1NC(=O)c1sc2ccccc2c1Cl	0	0.6	-2	-7	-5	1	13	-11	-19
C[C@H]1CN([C@@H](C)CO)S(=O)(=O)c2ccc(C#Cc3cccnc3)cc2O[C@@H]1CN(C)C(=O)Nc1ccc2c(c1)OCO2	1	0.2	-8	-8	·	·	2	-8	-5
Cc1cccc(C)c1NC(=O)N1CC(C)OC(C)C1 (stereo not given)	0	0.6	-2	-9	11	-13	-2	5	4
CC(=O)N(C)c1ccc(N=Nc2c(C)[nH]n(-c3ccccc3)c2=O)cc1	0	0.1	-3	-5	-3	4	4	-7	-9
CCOc1ccc(NC(=O)CSc2nncn2C)cc1	1	-0.3	-4	-11	5	-5	5	-15	-8
COCc1cc(/C=N\NC(=O)COc2ccc(Cl)cc2)ccc1OC	-1	0.5	-7	-10	-19	-7	10	5	-16
CC(=O)Nc1cccc(-c2nnc(SCC(=O)n3c4c(c5ccccc53)CCCC4)n2C)c1	8	2.3	-3	-7	-29	-4	-7	-5	22
CCc1ccc2c(c1)C(c1ccc([N+](=O)[O-])cc1)=NNC(c1ccc(Br)cc1)=N2	-1	-0.3	-6	-12	-7	3	11	-4	-17

Fetched by compound from the list above, 3 records:
SMILES	M4 ag	CHO-K1 Ca ag	CHRM1 agonist	CHO-K1 Ca antag	CHO parental Ca	OXTR potentiate	M1 PAM	CHRM4 antagonist	M1 antag
O=C(COC(=O)c1c2c(nc3ccccc13)CCN(Cc1ccccc1)C2)Nc1c(F)cccc1F	22	6.5	-2	2	-4	-14	-13	26	36*
Cc1cccnc1NC(=O)c1sc2ccccc2c1Cl	0	0.6	-2	-7	-5	1	13	-11	-19
CCc1ccc2c(c1)C(c1ccc([N+](=O)[O-])cc1)=NNC(c1ccc(Br)cc1)=N2	-1	-0.3	-6	-12	-7	3	11	-4	-17

The results go on:
SMILES	M4 ag	CHO-K1 Ca ag	CHRM1 agonist	CHO-K1 Ca antag	CHO parental Ca	OXTR potentiate	M1 PAM	CHRM4 antagonist	M1 antag
COc1ccc(S(=O)(=O)NCc2cc(=O)n(C)c(=O)n2C)cc1F	1	0.2	-4	-5	-3	1	-1	6	0
CCOc1ccc(/C=N/n2cc(-c3ccccc3)[nH]c2=S)cc1	2	0.0	-8	-5	-15	-21	5	-6	2
COc1ccc(C(=O)N/C(=C\c2cn(S(=O)(=O)N(C)C)c3ccccc23)C(=O)NCCCn2ccnc2)cc1	0	0.9	-5	-17	1	-3	3	5	-5
COC(=O)c1ccc(C(=O)OC)c(NC(=O)C(C)(C)C)c1	-1	0.8	-3	-10	-7	4	0	2	4
O=C(Nc1ccc2c(c1)OCCO2)c1oc2ccccc2c1NC(=O)C1CC1	3	0.8	-4	-8	-16	-2	8	-7	-11
CCCc1cc(C(=O)N2CCN(c3ccccc3C)CC2)cs1	-2	0.6	-7	-10	-23	-11	-8	0	9
COc1cc2ncnc(NCc3ccccc3C)c2cc1OC	3	1.9	-4	-7	-8	-8	-3	10	2
Cc1ccc(-c2cc(=O)c3cc(F)ccc3[nH]2)cc1	1	0.5	-2	2	0	-8	12	-5	-7
CCn1ncc(C(=O)Nc2cccc(Cl)c2)c1C	3	1.2	-7	-8	5	-8	7	-19	-16
Cc1nnc2ccc(-c3ccc(NS(=O)(=O)c4ccc(Cl)s4)cc3)nn12	3	3.1	-2	-18	-8	-8	-3	7	8
Cc1sc2c(c1C)c(=O)n(-c1ccccc1)c1nncn21	1	-0.4	-1	-5	-7	-1	3	11	4
CCOC(=O)c1sc(NC(=O)c2cccs2)nc1C	0	0.5	-6	-10	·	·	3	4	-9
COC(=O)/C=C1/SC(=NC(=O)c2cccc([N+](=O)[O-])c2)NC1=O	1	1.6	-2	-13	-1	-9	4	7	-5
CCOc1ccc(C(=O)Nc2cccc(NC(=O)c3cccs3)c2)cc1[N+](=O)[O-]	12	2.4	-6	13	·	·	-6	-3	2
Cc1cc(C)n(/N=C/c2c[nH]c3ccccc23)c(=O)c1	1	0.3	-4	-4	-6	3	8	16	-5
COc1ccc(CNC(=O)C2Cc3ccccc3CN2C(=O)c2ccco2)cc1 (stereo not given)	3	6.1	-4	-7	-6	-15	5	-9	0
COCCN(C(=O)CNC(=O)c1ccco1)C(C(=O)NC1CCCC1)c1ccccc1F (stereo not given)	1	1.0	-3	-5	-9	-4	10	-5	-8
Cn1cc(S(=O)(=O)Nc2ccc(OC(F)(F)F)cc2)c(=O)n(C)c1=O	3	0.8	-2	-2	-5	-8	6	6	-14
CC(C)=CCC[C@](C)(OC1OC(COC2OCC(O)C(O)C2O)C(O)C(O)C1O)C1CC[C@]2(C)C1C(O)CC1[C@@]3(C)CCC(O[C@@H]4O[C@H](CO)C(O)C(O)C4O[C@@H]4OC(CO)C(O)C(O)C4O)C(C)(C)C3CC[C@]12C (stereo not given in full)	2	0.0	-1	-13	0	-5	4	2	-4
C/C(=N\NC(=O)C(=O)Nc1cccc(Cl)c1C)c1ccncc1	0	0.4	-2	22	-5	-4	-8	6	16
Cc1cc2c(c(SCC(=O)Nc3ccc(C)c(C)c3)n1)C(=O)OC2	1	-0.5	-3	-5	-11	-10	7	-12	0
CC(=O)N1CCN(S(=O)(=O)c2cccc(C(=O)OCN3C(=O)c4ccccc4C3=O)c2)CC1	2	2.3	-6	-14	-17	11*	10	6	-11
CCC(CC)NC(=O)Cc1ccccc1OC	0	0.4	-1	15	-14	-3	-2	-16	-18
COc1ccccc1[N+](=O)[O-]	1	1.4	-2	-18	-9	2	5	13	-12
C(=C\c1ccccc1)/C=N/Nc1nc2ccccc2[nH]1	5	0.9	-9	6	-21	-3	4	-3	-2
Fc1cccc(Nc2nc3ccccc3n3nnnc23)c1	0	-0.6	0	12	-17	-3	1	-11	5
Cc1ccc(CNS(=O)(=O)c2ccc3c(c2)CCN3C(=O)CCCC(=O)O)cc1	2	0.5	-1	-16	13	2	7	-2	-1
Cc1cccc(NC(=O)C2CCCN(S(=O)(=O)c3cccc4nsnc34)C2)c1 (stereo not given)	2	0.3	-4	-8	-13	-12	1	5	3
CN(C)c1ccc(CNc2nc(-c3ccccc3)nn2S(C)(=O)=O)cc1	1	0.1	-6	-4	-22	-9	7	-6	-1
COc1ccc(NS(=O)(=O)c2cc(NC(=O)C3CCCCC3)ccc2N2CCOCC2)cc1	0	0.1	-15	-15	5	-14	2	5	-3
CC(OC(=O)/C=C/c1cccc(C(F)(F)F)c1)C(=O)NC1CCCCC1C (stereo not given)	1	1.3	-2	-1	6	3	4	4	-2
O=C1C2CC=C(Cl)CC2C(=O)N1CCN1CCOCC1 (stereo not given)	0	0.6	-3	-9	-12	-6	-4	-5	7
O=C(NCc1ccc(C(F)(F)F)cc1)c1ccc(-c2ccc(F)c(F)c2)c2ccoc12	2	1.9	-4	-24	·	·	-3	-18	-1
CCC(C)NC(=S)N1CCN(Cc2ccccc2)CC1 (stereo not given)	1	0.8	-13	-1	-12	-2	12	-6	-7
COc1ccc(/C=C2/C(=O)N=C(N)N2C)cc1OC	1	0.2	-2	3	-5	-21	13	4	-22
Clc1ncccc1-c1nnn(-c2ccccc2Br)n1	2	0.8	-4	-11	-11	-12	16	-4	-19
COc1ccc(C(=O)NCCS(=O)(=O)NCc2ccco2)cc1	1	0.3	-3	-2	-19	-9	4	-4	-10
CC1=NN(c2ccc(Br)cc2)C(=O)/C1=C/c1cccs1	5	0.1	2	-1	-5	-6	5	-13	-3
CSCCC(NC(N)=O)C(=O)Nc1ccc2ccccc2c1 (stereo not given)	3	0.5	-5	0	-10	-1	1	-2	0
CN(C)CCNC(=O)c1ccccc1-c1cc2ccccc2c(=O)o1	0	1.2	-6	-7	·	·	5	-8	-6

Compound activity as filed in PubChem BioAssay.
